# From PubChem BioAssay
# All columns: NCI-60 one-dose screen, growth in % after 48 h at 10 µM unless noted; 100 = growth as untreated, 0 = no growth, -100 = all killed.
# OVCAR-3: OVCAR-3 ovarian cancer; hit rate 7% among 79,000
# RXF 393: RXF 393 renal cancer cells. hit rate 6.9% among 77,000. AID 1794773
# ACHN: ACHN renal cancer. hit rate 4.9% among 81,000. AID 1794771
# OVCAR-8: OVCAR-8 ovarian cancer; hit rate 4.4% among 81,000; AID 1794782
# OVCAR-4: OVCAR-4 ovarian cancer cells; hit rate 3.7% among 80,000; AID 1794784
# CAKI-1: CAKI-1 renal cancer | hit rate 4.7% among 75,000 | AID 1794772
# A498: A498 renal cancer cells; AID 1794774; hit rate 5.4% among 76,000
# OVCAR-5: OVCAR-5 ovarian cancer; hit rate 2.9% among 82,000
# * = called active by the depositor; / = no result given; & = joins results of further samples. The calls were made as follows: active = growth percent below 10; inactive = the rest. Hits appear at their usual frequency. About 10% of those tested had a hit in this group.
Molecule	OVCAR-5	OVCAR-8	A498	OVCAR-3	CAKI-1	ACHN	OVCAR-4	RXF 393
NC(=O)C1(Nc2ccc([N+](=O)[O-])cc2)CCCC1	98	103	110	113	99	94	112	115
CNC(=O)c1cc(Cn2nc(C)c(NC(=O)c3ccc(COc4ccc(C(F)(F)F)cc4C)cc3)c2C)ccn1	120	60	/	42	53	63	43	82
COC(=O)/C(CCC=C(C)C)=C1\[C@@H](OC(C)=O)C[C@@]2(C)[C@H]1C[C@@H](OCCC#N)[C@H]1[C@@]3(C)CC[C@@H](O)[C@@H](C)[C@@H]3CC[C@@]12C	85	78	86	62	51	60	71	58
COc1ccc(C2C(C(=O)c3ccccc3)C2(C#N)C#N)cc1 (stereo not drawn)	98	90	103	101	110	101	108	113
C#CC[C@@H]1C[C@]2(C)[C@H]3CC[C@@H]4[C@H]5C(C(=C)C)CC[C@]5(C(=O)NCCCCCCCCN)CC[C@@]4(C)[C@]3(C)CC[C@H]2C(C)(C)[C@H]1OC(C)=O (stereo partly drawn)	108	91	96	55	70	111	46	71
COC(=O)c1ccc(Cn2cc(CSc3nc4ccccc4s3)nn2)cc1	91	96	78	102	80	99	92	100
CCC1(C(=O)c2ccccc2)C(C(=O)OC)=NC(=S)N=C1C(=O)OC	108	108	119	115	89	104	102	101
CC1(C)c2nccnc2C[C@]2(C)[C@H]3CC[C@@H]4[C@@H]([C@@]5(C)CCC(=O)O5)CC[C@@]4(C)[C@]3(C)CC[C@@H]12	113	107	115	105	96	107	106	119
COc1ccc(C(=O)CSc2nc3c(c(Nc4cccc(S(N)(=O)=O)c4)n2)CCCC3)cc1	108	101	/	/	90	105	100	83
COc1cc(C2=NNC3c4ccccc4N=C(C)N23)cc(OC)c1OC (stereo not drawn)	91	91	96	104	88	95	101	99
Cc1ccc(-c2nc3cc4nc5ccccc5[nH]c4cc3n2)o1	118	89	95	106	/	93	106	117
O=C(CCCN1CC=C(n2c(=O)[nH]c3ccccc32)CC1)c1ccc(F)cc1	91	100&89	96&75	131&110	100&91	95	96&102	46&124
O=C(O)c1cc(NCc2ccccc2Cl)ccc1N1CCOCC1	98	93	/	102	96	101	105	120
CN(C)N=Nc1ccccc1C(N)=O	101	104	121	106	93	100	104	99
OCCCC1CCN(C(Cc2ccccc2)c2ccccc2)CC1 (stereo not drawn)	60	98	98	89	91	82	92	111
O=C1/C(=C/c2ccc(OCc3ccc(F)cc3)cc2)Oc2cc(O)ccc21	115	69	137	64	70	64	67	108
COc1ccc(-c2c(C#N)c(-c3cccs3)nc3c2c(-c2ccccc2)nn3-c2ccccc2)cc1OC	102	106	106	116	95	109	106	120
O=C(O)c1ccccc1/C=C\c1ccccc1	97	112	81	104	94	108	112	100
COc1ccc(-c2nc(SCCC(C)C)nc(Nc3ccc(C)cc3)c2C#N)cc1	108	86	93	105	91	100	91	101
COCCN(C(=O)c1ccc(F)cc1F)c1c(N)n(Cc2ccccc2)c(=O)[nH]c1=O	92	112	100	115	106	103	99	101
N#CC1=C(N)Oc2n[nH]c(-c3ccccn3)c2C1c1cccs1 (stereo not drawn)	98	104	113	115	104	100	109	115
COc1ccc2c(c1)O/C(=C/c1ccc(OCC(=O)Nc3ccccc3)cc1)C2=O	97	98	69	102	/	/	103	99
O=c1[nH]c(-c2ccc(F)cc2)cc2cc(F)ccc12	101	61	69	100	/	97	68	72
CCCCNCCCN(CCCC)CCCNCCCC	108	96	95	107	91	104	/	97
C=CC(=O)OCCOCc1ccccc1	95	104	123	115	110	112	99	98
Cn1c(S)c(N=Nc2ccc(S(=O)(=O)Nc3nccs3)cc2)sc1=O	106	98	90	109	92	108	86	113
N#Cc1c(-c2ccc(F)cc2)n2c(nc1=O)SC(=O)C2	98	106	118	131	105	108	111	115
Cn1c(SCC(=O)c2ccc(Cl)cc2Cl)nc2ccccc2c1=O	100	94	68	88	89	91	72	102
CCN1C(=O)N(CC)C2C1NN=c1s/c(=C\c3ccccc3Br)c(=O)n12 (stereo not drawn)	28	1.2*	-1.7*	3.0*	25	26	50	51
CNC(=O)c1cccc(N2CCc3c2ccc(NC(=O)Nc2ccc(N4CCN(C)CC4)c(C(F)(F)F)c2)c3F)c1	-85*	-83*	39	-80*	-81*	-100*	-86*	-85*
CN(C)Cc1c(-c2cccc(OC(F)(F)F)c2)[nH]c2ccc(N3CCCC3)cc2c1=O	95	85	79	75	31	93	97	49
CC(C)(C)c1cc(-c2nc3ccc(N4CCN(CCO)CC4)cc3[nH]2)cc(C(C)(C)C)c1O	91	84	86	73	63	89	77	/
CC(C)(C)C(=O)Nc1nc2c(s1)CCc1ccn(S(=O)(=O)c3ccccc3)c1-2	98	100	101	95	/	/	95	116
COc1ccc2oc(=O)cc(-c3c(C#N)c(N)n4nc(N)c(C#N)c4c3C#N)c2c1	97	111	113	92	/	101	111	100
CCOC(=O)Cc1cc(=O)c2cc(C)ccc2[nH]1	98	99	128	101	85	/	98	107
S=C1NCCCN1	105	108	112	122	120	104	120	106
O=C(CSc1nc2ccccc2c(=O)n1CCc1ccccc1)Oc1ccc(Cl)cc1	105	98	91	99	74	99	95	/
COc1ccc(-c2nc3sccn3c2/C=C\c2cc(OC)c(OC)c(OC)c2)cc1	89	84	71	54	47	80	77	94
COc1ccc2oc(=O)cc(-c3cc(-c4ccccc4)nc(N)c3C#N)c2c1	107	96	118	108	95	99	98	103
CN(CCN(C)Cc1occc(=O)c1O)Cc1occc(=O)c1O	95	104	103	99	95	109	86	101
O=C(O)c1ccc(C(S(=O)(=O)c2ccccc2)S(=O)(=O)c2ccccc2)cc1	107	103	107	103	101	101	115	98
Cc1c[nH]c(=O)n(CCOc2nc(Oc3ccccc3C(=O)O)cc(-c3ccco3)n2)c1=O	106	99	82	100	94	104	98	118
Cn1c(=O)c2c(nc3n(-c4ccc(Cl)cc4Cl)c(Sc4nc(-c5ccccc5)c(C#N)c(=O)[nH]4)cn23)n(C)c1=O	29	34	33	-15*	59	14	-33*	59
C=CC(=O)Nc1cccc(Cl)c1	106	97	92	106	/	102	/	117
COc1ccc(C(CC(=O)O)c2c(C)[nH][nH]c2=O)cc1 (stereo not drawn)	108	106	96	109	97	109	116	117
COc1cc(C2CC(c3ccc(S(=O)(=O)NCCNc4nc(N(C)C)nc(N5CCOCC5)n4)cc3)=Nc3c(N)nc(N)nc3N2)cc(OC)c1OC (stereo not drawn)	93	103	79	105	88	95	95	86
O=C1c2c(c3c4ccccc4[nH]c3c3ccccc23)C(=O)N1O	87	67	67	93	61	70	97	78
COc1cc2c3c(c1OCC1CC1)-c1cc4c(cc1CC3OCC2)OCO4 (stereo not drawn)	92	100	77	106	84	87	82	93
Cc1cc2c(cc1C)C(=O)c1ccccc1C2=O	102	98	/	111	90	103	102	117
CSc1ccc(/C(=N/N=C(N)N)c2ccc(Cl)cc2)cc1	11	-18*	-22*	/	3.8*	15	57	17
CC(Cl)(CCl)CCl	95	105	114	100	106	109	117	112
COc1cc(/C=C/C(=O)c2cccc(-n3cc(-c4ccc(Cl)cc4)[nH]c3=O)c2)ccc1O	91	47	106	3.4*	37	60	57	24
C/C(=N\N1C(=O)c2ccccc2NC1c1ccc(Cl)cc1)c1c(O)cc(C)oc1=O (stereo not drawn)	100	98	81	94	/	105	98	99
CCOC(=O)C(C#N)C1(C(C#N)C(=O)OCC)C(=O)Nc2ccccc21 (stereo not drawn)	102	101	99	102	92	91	103	123
O=C(Nc1ccc(OCc2ccccn2)c(Cl)c1)c1ccnnc1	96	103	90	118	98	109	95	114
CN(N)C(=O)c1ccccc1	101	103	/	116	96	101	106	113
CCOC(=O)C(=Cc1ccc2c(c1)OCO2)C(=O)OCC	107	69	97	/	62	76	79	63
O=C(CI)Nc1ccc2[nH]c(=O)cc(C(=O)O)c2c1	93	104	98	112	76	110	101	103
Cc1cc2nc(CC#N)[nH]c2cc1C	109	96	99	107	/	99	100	105
S=C(NCCc1ccccc1)Nc1ncccn1	106	103	97	117	119	110	115	99

# Going on with the list.
Molecule	OVCAR-5	OVCAR-8	A498	OVCAR-3	CAKI-1	ACHN	OVCAR-4	RXF 393
COc1ccc(NC(=O)Nc2cccc(-c3ccc(N4CCOCC4)nn3)c2)cc1F	107	85	73	101	98	94	86	101
CCOC(=O)C(C#N)C(C)CC (stereo not drawn)	107	105	84	112	96	102	99	114
COc1ccc(-c2cn[nH]c2-c2cc(OC)c(OC)c(OC)c2)cc1OCc1ccccc1	67	40	-19*	10	29	34	50	/
CCCCCCCCCCCCCCCCCCNC(=O)Nc1cc(C(C)C)c(O)cc1C	100	97	87	104	96	104	100	101
O=C(COc1cccc(/C=C2\CSc3ccc(Cl)cc3C2=O)c1)c1ccc(Cl)cc1	87	67	91	90	61	82	75	/
O=c1[nH]c2ncccc2n2cc3ccccc3c12	115	88	108	94	87	79	93	105
O=C(Nc1ccc(Oc2ccc(F)cc2)c(Cl)c1)c1cccnc1	100	99	71	86	87	100	85	90
OCCCNc1nccc(NCCCNc2ccnc3cc(Cl)ccc23)n1	99	96	71	97	99	107	96	110
Cc1nc(N)c(N=O)c(=O)[nH]1	99	96	98	111	97	103	93	/
CCOc1ccccc1OCC	101	103	111	124	/	112	132	/
COc1ccc(-c2cc(-c3nnc(SCC(=O)Nc4ccc(/C(C)=N\O)cc4)n3-c3ccccc3)c3ccccc3n2)cc1OC	111	98	107	105	/	115	110	104
CC1=NN(c2ccccc2)C(=O)C1N=Nc1ccccc1O (stereo not drawn)	115	96	100	106	/	108	107	129
CCOC(=O)c1[nH]nc2c1C1(C(=O)Nc3ccccc31)C(C#N)=C(N)O2 (stereo not drawn)	105	101	83	/	97	100	90	112
COc1ccc(/C=C(\C(=O)NNS(=O)(=O)c2ccc(C)cc2)c2nc3ccccc3s2)cc1	109	100	/	109	91	108	110	106
COc1ccc(-n2cc(-c3ccc(Cl)cc3)nc2SCC(=O)c2ccc(Cl)cc2)cc1	98	55	91	105	85	79	52	71
CCCCS(=O)(=O)c1ccccc1	112	110	105	105	/	/	106	109
CS(=O)(=O)c1ccc(C(=O)N/N=C/c2ccc3c(c2)OCO3)cc1	116	94	95	99	93	105	109	120
CC(=O)N/N=C(/C)c1cccs1	94	107	90	106	92	97	94	122
COc1nc(N)nc2c1N=C(c1ccc(Cl)cc1)c1ccccc1N2	84	97	89	101	77	102	96	105
COc1ccc(OC)c(NC(=O)CCCC(=O)CC(=O)c2cccnc2)c1	/	103	110	98	93	114	103	107
COc1ccc(/C=N\O)cc1OC	117	114	84	121	103	114	115	/
CC(=O)N1CCc2ccc(N)cc21	106	108	81	124	100	122	111	139
Cc1cccc(C)c1CC(N)C(=O)O (stereo not drawn)	98	93	91	110	91	100	100	103
COc1ccc(-c2nn(-c3cccc(Cl)c3)cc2C2C(C#N)=C(N)Oc3[nH]c(=S)[nH]c(=O)c32)cc1 (stereo not drawn)	107	84	81	97	68	84	82	96

# Full records from above. Order of values: OVCAR-5 | OVCAR-8 | A498 | OVCAR-3 | CAKI-1 | ACHN | OVCAR-4 | RXF 393
# Record of `CNC(=O)c1cccc(N2CCc3c2ccc(NC(=O)Nc2ccc(N4CCN(C)CC4)c(C(F)(F)F)c2)c3F)c1` : -85* | -83* | 39 | -80* | -81* | -100* | -86* | -85*
# Record of `O=C1/C(=C/c2ccc(OCc3ccc(F)cc3)cc2)Oc2cc(O)ccc21` : 115 | 69 | 137 | 64 | 70 | 64 | 67 | 108
# Record of `COc1ccc2oc(=O)cc(-c3cc(-c4ccccc4)nc(N)c3C#N)c2c1` : 107 | 96 | 118 | 108 | 95 | 99 | 98 | 103
# Record of `OCCCC1CCN(C(Cc2ccccc2)c2ccccc2)CC1` (stereo not drawn) : 60 | 98 | 98 | 89 | 91 | 82 | 92 | 111
# Record of `Cn1c(S)c(N=Nc2ccc(S(=O)(=O)Nc3nccs3)cc2)sc1=O` : 106 | 98 | 90 | 109 | 92 | 108 | 86 | 113

# Other entries
Molecule	OVCAR-5	OVCAR-8	A498	OVCAR-3	CAKI-1	ACHN	OVCAR-4	RXF 393
CC(NC(=O)OC(C)(C)C)C(=O)NC(Cc1ccccc1)C(=O)NCC(=O)Oc1c(Cl)c(Cl)c(Cl)c(Cl)c1Cl (stereo not drawn)	104	102	116	106	89	103	89	124
CCOC(=O)C(CC)c1cc2n(c(=O)c1C#N)CCC21OCCO1 (stereo not drawn)	108	98	/	105	100	103	113	102
O=C(CSc1nc(-c2ccccc2)cc(=O)[nH]1)Nc1nc(-c2ccccc2)cs1	96	97	114	101	75	95	96	87
CC1(C)C(N)=Nc2cc(OCCCCN3Cc4ccc(OCc5cn(CC(=O)N6CCC(CCN7CCCC7)CC6)nn5)cc4C3)c(OCC3CC3)cc21	106	94	128	118	90	101	104	114
CCCCNc1nnc(C(=O)c2c[nH]c3ccccc23)o1	112	105	/	101	96	105	109	112
OCC[N+]1(CCO)CCOCC1	107	107	103	103	103	115	107	127
COc1ccc(-c2cc(/C(C#N)=C/c3c[nH]c4ccccc34)[nH]n2)cc1	104	/	82	87	180	86	84	/
OCC1OC(n2cnc3c(NO)ncnc32)C(O)C1O (stereo not drawn)	112	95	105	99	/	104	99	108
COc1ccccc1[C@H]1C(C(=O)c2ccc(Cl)cc2)C2(N[C@@H]1c1ccccc1)C(=O)Nc1ccccc12 (stereo partly drawn)	-25*	4.6*	-19*	-43*	4.2*	-3.6*	25	-74*

# Only RXF 393, OVCAR-3 and OVCAR-8 (2 entries from above):
SMILES	RXF 393	OVCAR-3	OVCAR-8
CCCCNc1nnc(C(=O)c2c[nH]c3ccccc23)o1	112	101	105
OCC[N+]1(CCO)CCOCC1	127	103	107
